Platelet DG rel – inhibitors of platelet dense granule secretion, primary screen, cell-based, MLPCN, human platelets; human platelet-rich plasma, SFLLRN dense granule ATP release, luminescence; inhibition, %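 (compounds screened at 7.5 µM in platelet-rich plasma)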; actives 0.22% (n = 300,000); AID 1663, 2009;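 active = mean replicate score, as percent of positive control, at or above 50; inconclusive = mean below 50 but at least one replicate at or above 50; inactive = mean and every replicate below 50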
HSP90 inh – HSP90 inhibitors, primary screen, cell lysate, luminescence; Rabbit reticulocyte lysate, luciferase refolding luminescence, 3 h; inhibition, % at 5.6 µM; actives 0.91% (n = 290,000); AID 1789, 2009;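 active = inhibition above the screen-wide mean plus 3 SD, computed separately per campaign, cut at about 16% in these data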;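 note: 0% = DMSO wells and 100% = 60 µM geldanamycin wells; inhibitors lower the luminescence because luciferase stays unfolded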
KLF5 inh – KLF5 expression inhibitors, primary screen, DLD-1 cells, luminescence; AID 1700, 2009; actives 0.23% (n = 290,000); DLD-1 KLF5 promoter-luciferase reporter; inhibition, % at 5 µM;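 active = inhibition above a per-plate limit of that plate's mean compound inhibition plus 3 SD, cut at about 60% in these data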;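 note: 0% = DMSO wells and 100% = LY294002 at 200 µM; higher means less KLF5 promoter-driven luciferase light; inactives centre near -14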
AI-2 QS modul – Vibrio harveyi AI-2 quorum sensing modulators, primary screen, JMH597 strain, luminescence/OD600 ratio | Vibrio harveyi JMH597 AI-2 luminescence/OD600 ratio, 9 h; hits give low values; strain lacks LuxN and CqsS sensors; 0 = neutral-control median | activity change, % at 7.5 µM | actives 0.4% (n = 300,000) | AID 2094, 2009; in the data active = activity change below about -75%, passing the limit was not always enough; inconclusive = no clear call, values can overlap the other calls;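 note: luminescence divided by OD600 gain over 9 h not by final OD600 alone; inactives centre near 13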
HDAC3 inh – HDAC3 deacetylase inhibitors, primary screen, biochemical, fluorescence, cell-free homogeneous. actives 0.15% (n = 320,000). recombinant HDAC3, fluorogenic peptide/trypsin coupled. inhibition, % at 8.3 µM; in the data active = inhibition above about 26%, passing the limit was not always enough; inconclusive = no clear call, values can overlap the other calls
Target sequence (O15379 whole entry, looked up): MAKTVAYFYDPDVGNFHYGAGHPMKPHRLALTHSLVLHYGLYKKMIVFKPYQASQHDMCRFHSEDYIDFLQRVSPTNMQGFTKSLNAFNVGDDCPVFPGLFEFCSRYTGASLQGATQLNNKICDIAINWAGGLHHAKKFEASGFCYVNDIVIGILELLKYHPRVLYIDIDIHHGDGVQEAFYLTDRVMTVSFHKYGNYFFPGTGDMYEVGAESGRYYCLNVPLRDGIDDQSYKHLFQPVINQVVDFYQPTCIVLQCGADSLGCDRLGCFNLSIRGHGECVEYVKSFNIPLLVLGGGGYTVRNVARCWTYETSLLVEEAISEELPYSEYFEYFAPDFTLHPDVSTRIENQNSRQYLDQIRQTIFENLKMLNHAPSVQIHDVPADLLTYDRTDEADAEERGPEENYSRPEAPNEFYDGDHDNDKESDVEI
HSF1 inhib – HSF1 inhibitors in luciferase reporter cells, primary screen, cell-based, NIH3T3, luminescence; NIH3T3-HGL HSE-luciferase, MG132-induced, luminescence 8 h; hits give low values; activity change, negative = inhibition, % at 7.5 µM (by protocol); actives 0.77% (n = 300,000);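 active = more than half of replicate wells show activity change below -50%, luminescence cut by over half; inconclusive = some wells, but at most half, below -50%; inactive = no replicate well below -50%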;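 note: luciferase reports HSF-1 transcriptional activity via heat shock element; 0% = median of DMSO wells and -100% = zero luminescence signal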
IEC-6 tox – cytotoxicity in IEC-6 intestinal epithelial cells, primary screen, cytotoxicity control for KLF5 inhibitor project, cell-based, luminescence; AID 1825, 2009; actives 0.78% (n = 290,000); inhibition, % at 5 µM; IEC-6 cytotoxicity, luminescence viability; in the data active = inhibition above about 22%;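 note: 0% = plate median of test compound wells and 100% = cytotoxic reference compound wells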
HIF act – HIF pathway transcriptional activators, primary screen, cell-based, U2OS HRE-luciferase, luminescence; U2OS HRE-luciferase reporter; normalized: DMSO 0%, desferrioxamine 100%; activation, % at 7.5 µM (by protocol); AID 1910, 2009; actives 0.32% (n = 300,000);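 active = mean activation of at least 10% of the iron chelator positive control signal, with at least half of replicates also reaching 10%; inconclusive = mean and replicate majority disagree about reaching 10%; inactive = mean and most replicates under 10%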
aSyn 5UTR inh – MLPCN primary screen, SNCA 5' untranslated region. actives 0.82% (n = 300,000). inhibition, % (tested at 7.5 µM). alpha-synuclein 5'UTR reporter, inhibitor activity; in the data active = inhibition above about 60%; inconclusive = no clear call, values can overlap the other calls;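 note: H4 neuroglioblastoma cells stably carrying SNCA 5'UTR luciferase fusion; 0% = DMSO wells and 100% = positive control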
HSF-1 act – HSF-1 activators, primary screen, NIH3T3-HGL cells, MG132 stress, luminescence, single point. NIH3T3-HGL HSF-1 luciferase reporter, 8 h; 100% = twice DMSO control signal. AID 504408, 2011. activation, % at 9 µM. actives 1.7% (n = 300,000);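 active = mean replicate activation of at least 50% with a set share of replicates each reaching 50%; inconclusive = only one of those two conditions met; inactive = mean below 50% and too few replicates reaching it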;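 note: 0% = median of the neutral control wells and 100% = twice that signal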
The depositor's hits bear a star; u = inconclusive; x = not tested or not shown.

SMILES	Platelet DG rel	HSP90 inh	KLF5 inh	AI-2 QS modul	HDAC3 inh	HSF1 inhib	IEC-6 tox	HIF act	aSyn 5UTR inh	HSF-1 act
Cc1ccc(C(=O)OC2CCCN(C)C2)cc1 (stereo unspecified)	6	0	-26	5	-1	-3	0	0.2	-2	6
Cc1nc(SCCOc2ccc(F)cc2)c2ccccc2n1	-12	-1	0	12	3	13	3	1.0	-34	u
CC(=O)Cn1nnc(-c2ccc(C(F)(F)F)cc2)n1	-1	2	-43	12	-2	7	4	1.5	-29	12
COc1ccc(/C=N/N2CCOCC2)cc1Cn1cc([N+](=O)[O-])cn1	-6	-4	-30	9	0	0	-7	-0.2	1	24
COc1ccc(OCC(O)CON2C(=O)c3ccccc3C2=O)cc1 (stereo unspecified)	1	2	-24	10	3	-4	4	-0.2	-1	-6
S=C(NCCCn1ccnc1)Nc1ccc(Cl)cc1Cl	15	-4	5	11	-4	-1	7	-1.0	-1	-2
CN(C(=O)c1ccc(OC2CCN(Cc3ccccn3)CC2)cc1)C1CCCCC1	0	5	-11	32	-2	-52*	0	2.7	-24	-64
S=C(Nc1cc(Cl)cc(Cl)c1)NC1CCN(Cc2ccccc2)CC1	6	0	-2	35	-2	0	-2	-1.9	72*	6
CCCCOc1ccc(/C=N/NC(=O)C2CCCNC2=O)cc1 (stereo unspecified)	-8	-2	-4	30	4	-6	-6	-0.2	-23	8
CCOC(=O)C1CCN(CCCSc2ccc(Cl)cc2)CC1	3	1	-17	12	0	-6	5	1.7	-12	6
COc1ccc(NS(=O)(=O)c2cc(S(C)(=O)=O)ccc2C)cc1	-4	4	-22	36	-2	-6	-14	0.0	-2	-1
CN(CCCNC(=O)CSc1cc(=O)n(C)c2ccc(Cl)cc12)Cc1ccccc1	7	-3	-5	8	1	13	-7	0.0	-14	18
OCCN(Cc1ccccc1)c1ncnc2sccc12	25	2	4	x	5	-6	5	1.1	1	-6
COC(=O)c1ccc(NC(=O)c2ccccc2N(C)S(=O)(=O)c2ccccc2)cc1	-10	-2	4	12	-2	11	5	-0.3	18	31
Cc1cc(C)n(C2CCCCC2OC(=O)CCc2ccccc2)n1 (stereo unspecified)	-6	0	10	x	-3	7	6	0.1	16	3
COc1ccc(CCNC(=O)c2cc(-c3ccco3)nc3ccccc23)cc1	1	5	-16	7	4	1	-3	-0.1	5	2
O=C(CSc1ccc(Br)c2cccc(Cl)c12)Nc1ccc(S(=O)(=O)Nc2nccs2)cc1	-1	2	-10	49	0	5	-4	-0.4	3	-5
CC1C(=O)CC(c2ccccc2)NC1c1ccccc1 (stereo unspecified)	-2	-1	-23	6	-6	-1	-5	0.7	5	2
CCOC(=O)C1(CCOc2ccccc2)CCN(Cc2ccc(F)c(OC)c2)CC1	4	10	15	2	2	7	7	0.2	-8	2
COc1ccccc1N1CCN(/N=C/C=C\c2ccccc2[N+](=O)[O-])CC1	4	-1	-26	19	12	9	-6	2.3	-49	31
CCc1cccc(CC)c1NC(=O)CN1CCN(c2ccccc2)CC1	-12	5	-19	11	2	-18	9	-0.3	24	3
CC(=O)N1CCC[C@H]1C(=O)O	-12	1	-38	24	2	-4	-6	-0.3	3	-16
c1ccc(Cn2cnc3ccccc32)cc1	x	-4	-35	x	1	x	3	x	x	x
O=C(Cc1cccs1)N1CCCC(c2nc3c(nnn3Cc3ccccc3Cl)c(=O)[nH]2)C1 (stereo unspecified)	3	3	-6	23	6	9	0	-0.2	38	11

Ordered by heavy-atom count (smallest number first): part of the list above
SMILES	Platelet DG rel	HSP90 inh	KLF5 inh	AI-2 QS modul	HDAC3 inh	HSF1 inhib	IEC-6 tox	HIF act	aSyn 5UTR inh	HSF-1 act
c1ccc(Cn2cnc3ccccc32)cc1	x	-4	-35	x	1	x	3	x	x	x
OCCN(Cc1ccccc1)c1ncnc2sccc12	25	2	4	x	5	-6	5	1.1	1	-6
Cc1cc(C)n(C2CCCCC2OC(=O)CCc2ccccc2)n1 (stereo unspecified)	-6	0	10	x	-3	7	6	0.1	16	3
CCc1cccc(CC)c1NC(=O)CN1CCN(c2ccccc2)CC1	-12	5	-19	11	2	-18	9	-0.3	24	3
CCOC(=O)C1(CCOc2ccccc2)CCN(Cc2ccc(F)c(OC)c2)CC1	4	10	15	2	2	7	7	0.2	-8	2

Compounds listed so far that contain two or more sulfur atoms, in the order listed:
SMILES	Platelet DG rel	HSP90 inh	KLF5 inh	AI-2 QS modul	HDAC3 inh	HSF1 inhib	IEC-6 tox	HIF act	aSyn 5UTR inh	HSF-1 act
COc1ccc(NS(=O)(=O)c2cc(S(C)(=O)=O)ccc2C)cc1	-4	4	-22	36	-2	-6	-14	0.0	-2	-1
O=C(CSc1ccc(Br)c2cccc(Cl)c12)Nc1ccc(S(=O)(=O)Nc2nccs2)cc1	-1	2	-10	49	0	5	-4	-0.4	3	-5

Continuation.
SMILES	Platelet DG rel	HSP90 inh	KLF5 inh	AI-2 QS modul	HDAC3 inh	HSF1 inhib	IEC-6 tox	HIF act	aSyn 5UTR inh	HSF-1 act
COc1ccc2c(c1)c(=O)oc1c(C)c(OC(C)C(=O)NCC3CCC(C(=O)O)CC3)ccc12 (stereo unspecified)	-1	-2	-44	32	-59	-1	1	0.0	9	13
Cc1ccc(/C=N/n2c(-c3ccncc3)n[nH]c2=S)s1	-2	-2	-15	14	-1	-2	-1	-0.1	9	-10
CC1=CC(C)C2(CO)COC(c3ccc(O)cc3)C1C2C (stereo unspecified)	0	1	-23	3	7	2	2	-0.3	10	17
Cn1c(=O)c2c(nc(N3CCCCC3)n2CC(O)COc2ccccc2)n(C)c1=O (stereo unspecified)	1	3	-7	13	-3	1	-3	-0.6	-2	23
COc1cccc(CN(C)C(=O)c2ccc(Oc3ccccc3)cc2)c1OC	8	1	4	23	-1	8	1	1.9	5	2
O=C1CC(c2ccccc2)CC(O)=C1C=Nc1ccc(O)cc1 (stereo unspecified)	9	-4	-36	10	u	25	7	-0.5	-11	42
O=c1[nH]cnc2c1c(-c1ccccc1)cn2-c1ccc(F)cc1	1	-3	1	12	8	-8	1	-0.5	19	-9
CC(=O)N1CCN(Cc2ccc(Br)s2)CC1	2	2	20	25	-1	1	2	0.0	32	-5
CN(CCOC(=O)/C=C/c1ccco1)Cc1ccccc1	1	0	-2	34	14	-3	0	-0.7	-21	1
CC(=O)N1c2ccc(S(=O)(=O)N3CCC(C(=O)Nc4cccc(F)c4)CC3)cc2CC1C (stereo unspecified)	7	-2	-3	3	-4	-1	9	0.2	14	2
O=C(CS(=O)(=O)c1ccc(F)cc1)NCc1ccccc1	-34	x	x	4	-2	1	x	-0.1	-3	8
CC1NC(=S)N(C2CCCCC2)C1=O (stereo unspecified)	-3	2	15	10	1	-2	-3	-1.0	6	-4
CC(=O)Nc1ccc(OCc2ccc3c(c2)OCO3)cc1	36	3	-159	9	1	10	2	0.8	-151	10
CCCOC(=O)c1ccc(NC(=O)C2C3C=CC(O3)C2C(=O)O)cc1 (stereo unspecified)	5	-3	-3	30	-3	-17	-2	0.6	-11	-16
O=C(NC1CC1)c1ccc(CSCc2ccccc2Cl)o1	3	-7	-39	14	2	6	-5	0.6	-39	4
CCCn1c(=O)n(C)c(=O)c2c(SCC(=O)NC34CC5CC(CC(C5)C3)C4)nc(CC(C)C)nc21	20	-7	2	25	1	-1	2	0.1	7	5
O=C(O)c1cc2ncc(-c3[nH]ncc3[N+](=O)[O-])cn2n1	-5	0	-24	37	1	-5	-9	-0.2	-9	-2
N#CC1(NC(=O)COc2ccc3oc4ccccc4c3c2)CCCCC1	1	4	6	12	0	5	5	0.0	18	1
CC(NC(=O)c1cccs1)C(c1cccs1)N1CCOCC1 (stereo unspecified)	9	-2	-34	39	-4	-6	-8	-0.1	27	7
CC(C)COc1ccc(C(=O)Nc2ccc([N+](=O)[O-])cc2)cc1	8	0	-36	-24	4	8	1	15*	-59	20
CN1CCC(NC(=O)Nc2cccc(C(F)(F)F)c2)CC1	u	-1	-9	10	-1	x	3	x	x	x
O=C(NN=C1CCCC1)c1cccc(O)c1	-12	6	-88	15	11	2	2	-0.4	0	4
COc1ccc(N(C(=O)c2snc(C(N)=O)c2N)C(C(=O)NC2CCCC2)c2ccc(C)o2)c(OC)c1 (stereo unspecified)	26	0	-12	9	-1	12	1	-0.8	26	27
CSc1ncccc1C(=O)N1CCCC(C(=O)c2cc(F)ccc2F)C1 (stereo unspecified)	-2	2	-16	18	6	14	-4	-0.1	-2	23
CC(C)(C)C(=O)Nc1ccc(-c2cnco2)cc1	-21	-2	-19	47	-1	1	-3	2.7	-51	13
COC(=O)[C@H](CCSC)NC(=O)Nc1cccc(C)c1C	19	-3	-29	17	-1	40	1	-0.1	-11	96*
CC1(OC(=O)c2cnc3ccccc3n2)C(=O)C=C2C=C(C3CC3)OC=C2C1=O (stereo unspecified)	1	x	x	124	-3	-4	x	-0.6	22	-3
O=C(Nc1ccc2c(c1)COC2=O)c1ccc(Cl)c(Cl)c1	4	-1	-105	16	-1	16	3	4.2	-143	29
COc1ccc(C(=O)NCC(=O)N2CCNC(=O)C2)cc1OC	-4	0	-23	18	-1	3	3	-0.3	-12	3
O=C(NCc1ccco1)C(c1ccccc1F)N(Cc1cccnc1)C(=O)Cn1nnc2ccccc21 (stereo unspecified)	4	5	9	15	-2	6	4	-0.3	8	1
Cn1c(=O)n(Cc2ccccc2)c(=O)c2c1nc(NCC1CCCO1)n2Cc1ccccc1 (stereo unspecified)	23	4	-33	13	4	-3	2	-0.2	9	24

High-throughput results as filed in PubChem.
